AHR activator: activators of human aryl hydrocarbon receptor; activation, % at 5 µM; P35869; actives 2.5% (n = 320,000); AHR-responsive luciferase reporter cells, luminescence; in the data active means activation above about 47%;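 further: 0% = vehicle wells and 100% = reference agonist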
Target sequence (P35869 whole entry, looked up): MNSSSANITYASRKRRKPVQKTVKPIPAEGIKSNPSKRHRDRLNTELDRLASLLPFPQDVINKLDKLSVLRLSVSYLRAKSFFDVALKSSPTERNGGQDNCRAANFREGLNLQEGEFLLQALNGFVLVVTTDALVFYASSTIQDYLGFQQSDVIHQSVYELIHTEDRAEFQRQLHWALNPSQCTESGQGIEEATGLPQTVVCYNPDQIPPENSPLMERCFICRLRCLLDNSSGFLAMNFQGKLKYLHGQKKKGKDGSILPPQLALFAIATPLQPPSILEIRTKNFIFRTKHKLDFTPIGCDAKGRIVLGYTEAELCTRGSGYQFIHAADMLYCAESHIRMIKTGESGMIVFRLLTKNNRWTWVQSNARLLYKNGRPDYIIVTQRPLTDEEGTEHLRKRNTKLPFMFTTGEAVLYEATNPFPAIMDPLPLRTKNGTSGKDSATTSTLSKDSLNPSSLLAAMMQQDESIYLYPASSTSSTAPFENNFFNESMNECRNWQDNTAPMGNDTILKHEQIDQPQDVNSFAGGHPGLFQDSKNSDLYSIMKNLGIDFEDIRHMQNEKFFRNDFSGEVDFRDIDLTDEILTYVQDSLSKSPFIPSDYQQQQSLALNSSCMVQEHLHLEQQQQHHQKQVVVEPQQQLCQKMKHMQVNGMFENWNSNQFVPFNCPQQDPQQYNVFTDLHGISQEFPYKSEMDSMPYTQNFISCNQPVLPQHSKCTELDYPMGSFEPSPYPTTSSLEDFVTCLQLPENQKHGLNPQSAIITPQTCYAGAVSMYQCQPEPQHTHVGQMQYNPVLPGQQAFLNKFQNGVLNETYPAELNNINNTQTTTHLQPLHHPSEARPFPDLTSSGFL
AGP1 TOR yeast: yeast TOR pathway AGP1-GFP modulation | S. cerevisiae AGP1-GFP multiplex flow cytometry, 3 h; GFP as percent of DMSO wells | GFP response vs DMSO, % at 10 µM | actives 0.02% (n = 320,000) | AID 2066;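 active means GFP response relative to DMSO above a set limit, near screen average plus 3 SD, cut at about 150% in these data; inconclusive means fewer than 70 cells counted for the yeast strain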;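 further: median GFP channel fluorescence of the gated AGP1 strain per well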
procasp3 activ: procaspase-3 (human) activation. recombinant procaspase-3 D3A, Ac-DEVD-pNA absorbance 405 nm. activation, % at 8.5 µM. actives 0.11% (n = 330,000). AID 463141;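 active means activation above the mean of all tested compounds plus 3 SD, cut at about 21% in these data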;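 further: 0% = DMSO alone and 100% = DMSO wells spiked with extra 5 µM PC-3 D3A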
Target sequence (P42574 whole entry D9A/D28A/D175A): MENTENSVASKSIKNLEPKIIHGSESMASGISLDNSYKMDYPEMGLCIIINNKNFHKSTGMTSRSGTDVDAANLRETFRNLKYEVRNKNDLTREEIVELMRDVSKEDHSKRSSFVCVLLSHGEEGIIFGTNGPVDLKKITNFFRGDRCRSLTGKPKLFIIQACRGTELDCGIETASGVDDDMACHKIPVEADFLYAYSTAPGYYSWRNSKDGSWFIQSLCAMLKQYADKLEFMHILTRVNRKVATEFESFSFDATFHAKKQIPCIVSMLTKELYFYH
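Assay system: Procaspase-3 D3A mutant, all three cleavage aspartates alanine. Buffer or medium: Zinc-free HEPES saline buffer with Triton X-100. Times: 1 h compound preincubation, 2 h substrate hydrolysis at 25 °C. Measured by: 405 nm absorbance of p-nitroaniline, reads at 0 and 120 min. Read-out basis: percent activation relative to control range. Replicates: singlicate.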
MEP2 TOR yeast: modulators of TOR pathway MEP2-GFP in S. cerevisiae; actives 0.51% (n = 330,000); GFP response vs DMSO, % at 10 µM; S. cerevisiae MEP2-GFP strain, flow cytometry GFP, 3 h; 100% = DMSO control level;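 active means GFP response versus DMSO above a set limit, roughly screen mean plus 3 SD, cut at about 180% in these data; inconclusive means fewer than 70 cells counted for a yeast strain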;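 further: median GFP fluorescence of the barcode-gated MEP2-GFP cells per well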
RPL19A-GFP yeast: yeast TOR pathway RPL19A-GFP modulation; percent response vs DMSO, % at 10 µM; actives 0.3% (n = 330,000); S. cerevisiae RPL19A-GFP strain, flow cytometry, 3 h; active compounds read low;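 active means percent response vs DMSO below 50%; inconclusive means fewer than 70 events counted for the yeast strain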;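 further: median channel GFP fluorescence of the barcoded RPL19A-GFP strain; ratio of sample median GFP to plate DMSO average so 100% = DMSO; lower means less RPL19A-GFP as with rapamycin TOR inhibition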
LAP4 TOR yeast: modulators of TOR pathway LAP4-GFP in S. cerevisiae. S. cerevisiae LAP4-GFP multiplex, flow cytometry GFP, 3 h; median GFP as percent of DMSO wells. GFP response vs DMSO, % at 10 µM. actives 0.34% (n = 320,000);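 active means GFP response vs DMSO above a set limit, about the screen mean plus 3 SD, cut at about 150% in these data; inconclusive means under 70 cell events counted for the yeast strain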
procasp7 counter: counter-screen for procaspase-3 activators: activators of human procaspase-7; recombinant procaspase-7, Ac-DEVD-pNA absorbance 405 nm; D23A/D198A/D206A triple mutant, cannot self-cleave; scale: DMSO 0, 5 µM enzyme 100; activation, % at 8.5 µM; actives 0.093% (n = 330,000);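 active means percent activation above the screen-wide mean plus 3 SD, cut at about 25% in these data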
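Material: Procaspase-7 triple mutant (PC-7 D3A) | Quantity: 2 µM procaspase-7 mutant as dispensed | Reagent: DEVD-pNA substrate | Times: 1 h preincubation, 2 h reaction | Technique: 405 nm absorbance of p-nitroaniline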
CIT2 TOR yeast: modulators of TOR pathway CIT2-GFP in S. cerevisiae; S. cerevisiae CIT2-GFP strain, flow cytometry, 3 h; 100 means same as DMSO wells; GFP response vs DMSO, % at 10 µM; actives 0.065% (n = 320,000); AID 2029;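 active means GFP response relative to DMSO above a set limit, near the screen mean plus 3 SD, cut at about 150% in these data; inconclusive means Fewer than 70 cells measured for a yeast strain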;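 further: ratio of well median GFP fluorescence to mean of DMSO wells on the plate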
Starred values were filed as active, the others as inactive; ? = inconclusive; nt = no result given; [ ] = another dose, or the depositor's remark.

SMILES	AHR activator	AGP1 TOR yeast	procasp3 activ	MEP2 TOR yeast	RPL19A-GFP yeast	LAP4 TOR yeast	procasp7 counter	CIT2 TOR yeast
CSc1nc(N2CCN(c3ccccc3Cl)CC2)c2ccccc2n1	-9	100	1	170	100	154*	5	128
COc1ccc([N+](=O)[O-])cc1NS(=O)(=O)c1cccc(C(=O)OC2CCOC2=O)c1 (configuration not stated)	1	97	8	90	93	95	-6	92
CCOc1c(OC(C)=O)ccc(/C=C/c2ccc3cccc(OC)c3n2)c1[N+](=O)[O-]	17	93	-7	111	101	110	-1	81
CCCCN1C(=O)C(O)(CC(=O)c2c(C)n[nH]c2C)c2cc(Br)ccc21 (configuration not stated)	0	99	-7	98	90	93	3	88
CCCCOc1ccc(/C=C2/Sc3ccccc3C2=O)cc1	5	100	-15	102	99	106	-3	97
CC(C)CN(CC(C)C)S(=O)(=O)N1CCC(C(=O)N2CCc3ccccc3C2)CC1	4	108	2	112	106	98	6	114
COC(=O)C1=C(C)NC(=O)NC1c1ccccc1 (configuration not stated)	2	97	11	100	100	102	5	101
O=C(Nc1cccc(C(=O)N2CCN(c3cccc(Cl)c3)CC2)c1)c1ccccc1	0	105	11	120	115	102	-3	110
COc1ccc(C(=O)N/N=C(\N)c2cc3ccccc3oc2=O)cc1	9	100	10	107	106	93	-6	105
COc1ccc(NC(=O)c2cc(N3C(=O)C4C5CCC(C5)C4C3=O)ccc2Cl)c(OC)c1 (configuration not stated)	3	90	4	87	91	97	-7	94
Cc1noc(C)c1S(=O)(=O)NCCCN1CCN(Cc2ccccc2)CC1	3	90	0	89	98	84	-9	88
COc1ccccc1CC(NC(C)=O)C(=O)NC1CCN(C(=O)Nc2ccccc2F)CC1 (configuration not stated)	-2	100	2	108	100	94	2	101
Cc1ccc(CN(Cc2ccco2)C(=S)NCC(=O)NCc2cccnc2)cc1	3	103	-1	97	98	93	-4	89
COc1ccc(C2N(c3ccc(C)cc3)CCN2c2ccc(C)cc2)cc1O	4	100	-3	103	95	104	6	99
CCCS(=O)(=O)Nc1cccc(-c2cn3c(n2)SCC3)c1	3	114	-6	102	105	109	3	102
CCC(C)Sc1nnc(CSc2nc3nc(C)cc(C)n3n2)o1 (configuration not stated)	1	98	-1	99	94	95	4	95
COC(=O)c1ccc(OC(=O)N2CCOCC2)cc1	2	95	8	113	113	88	4	99
Cc1ccc(S(=O)(=O)CCC(=O)OCCOc2cccc(Br)c2)cc1	-1	88	0	91	88	92	3	79
COc1ccc(S(=O)(=O)N2CCCC(C(=O)N3CCCCCC3)C2)cc1 (configuration not stated)	5	98	-9	101	95	103	-12	103
Cc1ccc(C2(C)NC(=O)N(CC(=O)N3CCN(S(=O)(=O)c4cccc(F)c4)CC3)C2=O)cc1 (configuration not stated)	0	99	-1	85	93	76	-2	103
O=C(NCCC1=CCCCC1)c1coc(=O)c(Br)c1	1	96	0	98	98	99	6	98
COc1ccccc1OCC(=O)Nc1c2c(nn1-c1ccc(F)cc1)CS(=O)(=O)C2	0	100	-2	102	100	114	4	99
Nc1nonc1-n1nnc(C(=O)N/N=C/c2ccccc2Cl)c1-c1ccc2c(c1)OCO2	5	93	2	106	98	94	5	91
COCCn1cnc2c(c1=O)c1nc3ccccc3nc1n2/N=C/c1ccc(OC)c(OC)c1	-3	98	7	95	95	112	5	87
COc1ccccc1CCNC(=O)Cn1c(=O)oc2ccccc21	nt	93	nt	101	100	92	nt	92
CCCc1nnc(NC(=O)C2CC(=O)N(CCc3ccc(F)cc3)C2)s1 (configuration not stated)	-1	110	-4	106	108	108	-6	108
CCOc1ccccc1NC(=O)COc1ccc2ccc(=O)oc2c1	2	105	3	107	100	94	3	104
CCN(CC)C(=O)C1CCN(Cc2cccc(OCc3ccccc3)c2)CC1	3	106	3	105	99	99	-17	101
Cc1nc2ccccc2c(=O)n1NC(=O)c1ccc(F)cc1Cl	5	101	2	106	103	104	-7	93
COc1ccc(C(OCC2CO2)c2ccc(OC)cc2)cc1 (configuration not stated)	0	103	-2	105	99	109	1	91
CCCOc1ccc(-c2c(C(=O)N/N=C/c3ccco3)nnn2-c2nonc2N)cc1	1	102	12	100	99	92	-3	102
COC(=O)c1ccc2nc(NC(=O)CSCC(=O)OCC(=O)c3ccccc3)sc2c1	3	98	-13	99	97	100	-3	91
CCn1ccnc1C(O)(c1ccccc1)c1ccccc1	-1	94	2	99	101	97	-11	103
O=C(COc1ccc(S(=O)(=O)N2CCCC2)cc1)NCc1cccnc1	0	96	2	98	99	96	10	100
CCCC1(C(=O)OCC)NC(c2ccco2)C2C(=O)N(C)C(=O)C21 (configuration not stated)	1	97	-19	105	102	96	-6	106
COc1ccc(/C=N/NC(=O)C2C3CCCCC32)cc1OC (configuration not stated)	6	?	9	?	?	?	-1	?
CCc1nccn1S(=O)(=O)c1ccccc1[N+](=O)[O-]	-5	97	2	99	103	88	-1	110
Cc1cc(C)cc(Nc2cc(=O)n(C3CCCCC3)c(=O)[nH]2)c1	19	98	-2	100	97	116	-6	95
CCOC(=O)c1cc2ccc3ccccc3c2oc1=O	-1	81	-2	103	100	88	0	103
Cc1ccc(C)c(NC(=O)c2cc(C)nc3ccccc23)c1	16	86	2	91	96	78	14	97
Cc1ccccc1NC(=O)c1cc(S(=O)(=O)N2CCOCC2)cs1	0	nt	9	89	90	94	8	92
CN(C(=O)CSc1nnc(-c2c[nH]c3ccccc23)o1)C1CCS(=O)(=O)C1 (configuration not stated)	3	101	-1	102	99	94	7	99
O=C(Nc1ccc2nsnc2c1)c1ccc2c(c1)OCO2	30	93	3	111	97	108	-7	101
COc1ccc(-c2oc(NC(=O)CCl)c(C#N)c2-c2ccc(OC)cc2)cc1	-2	102	9	102	97	103	1	94
CCOC(=O)c1c(C)[nH]c(C(=O)CN2C(=O)NC(C)(CC(C)C)C2=O)c1C (configuration not stated)	16	103	3	96	100	103	15	96

Reformatted: 2 of the compounds above
> Cc1cc(C)cc(Nc2cc(=O)n(C3CCCCC3)c(=O)[nH]2)c1
  AHR activator: 19; AGP1 TOR yeast: 98; procasp3 activ: -2; MEP2 TOR yeast: 100; RPL19A-GFP yeast: 97; LAP4 TOR yeast: 116; procasp7 counter: -6; CIT2 TOR yeast: 95

> CCOC(=O)c1cc2ccc3ccccc3c2oc1=O
  AHR activator: -1; AGP1 TOR yeast: 81; procasp3 activ: -2; MEP2 TOR yeast: 103; RPL19A-GFP yeast: 100; LAP4 TOR yeast: 88; procasp7 counter: 0; CIT2 TOR yeast: 103

Remaining list, next part.
SMILES	AHR activator	AGP1 TOR yeast	procasp3 activ	MEP2 TOR yeast	RPL19A-GFP yeast	LAP4 TOR yeast	procasp7 counter	CIT2 TOR yeast
COc1cc(OC)cc(C(=O)OCC(=O)NC2CCCCCC2)c1	1	97	-1	92	96	95	3	100
COc1ccc(CN(C(=O)CN2C(=O)c3ccccc3S2(=O)=O)C(C(=O)NCC2CCCO2)c2ccncc2)cc1 (configuration not stated)	2	92	3	89	91	84	3	86
Cc1onc(-c2ccccc2Cl)c1C(=O)OCC(=O)N1CCN(c2ccccc2)CC1	4	110	9	99	99	108	9	94
Cc1cc(C)n(CC(O)Cn2ccc3ccccc32)n1 (configuration not stated)	0	108	0	98	111	99	4	114
COc1ccc(OC)c(-c2csc(NC(=O)CN3C(=O)NC4(CCCC4)C3=O)n2)c1	-7	104	4	98	97	105	-2	92
CC(C)CC(NC(=O)C(COCc1ccccc1)NC(=O)OC(C)(C)C)C(=O)NN (configuration not stated)	2	94	6	108	100	86	5	95
O=C1CN(C(=O)COc2ncnc3ccccc23)c2ccccc2N1	0	99	-8	100	94	99	9	94
COc1cc(N=c2ssnc2Cl)cc(OC)c1OC	5	81	-24	91	86	130	-34	68
COc1cccc(NC(=O)c2cccc(C(=O)Nc3cccc(OC)c3)c2)c1	7	97	4	101	101	80	4	104
COC(=O)c1cn(NC(=O)c2cccc(OC)c2)c(=O)c2ccccc12	4	107	-1	105	102	102	11	97
O=c1nc(C(F)(F)F)nc2ccccn12	-2	105	4	103	101	100	0	111
COCCCN=CC1=C(O)CC(c2ccccc2)CC1=O (configuration not stated)	4	94	8	104	108	95	12	97
Cc1ccccc1-n1c(SCC(=O)N2CCOCC2)nc(O)c(Cc2ccccc2)c1=O	1	94	0	86	93	91	-1	92
COc1ccc(CC(=O)NCc2nnc(SCCOc3ccccc3)n2C)cc1	2	103	11	95	93	102	6	107
O=C(COC(=O)/C=C/c1ccc(Cl)cc1Cl)NCCC1=CCCCC1	1	98	5	98	99	95	5	97
CS(=O)(=O)OCCCCOS(C)(=O)=O	-2	80	11	96	99	106	0	74
CCOP(=O)(c1ccc(N(C)C)cc1)C(O)c1ccncc1 (configuration not stated)	-3	101	-7	93	97	108	3	88
Cc1ccccc1CN1C(=O)CSc2ccc(C(=O)N3CCOCC3)cc21	1	107	-5	95	96	96	3	93
CCCOc1ccc2ccccc2c1/C=N/n1cnnc1	12	95	11	98	98	96	5	104
COc1ccc(-c2noc(CCC(=O)Nc3nc4ccccc4s3)n2)cc1	15	99	4	100	94	96	5	93
Fc1ccc(-n2nnc(-c3ccccc3Br)n2)cc1	-3	107	2	101	105	96	-1	106
CC(=O)c1ccc(OCC(=O)NC(=O)NC2CCCCC2)cc1	1	105	0	102	106	102	6	106
CC(=O)N/C(=C\c1ccccc1)C(=O)Nc1ccc(O)cc1	1	101	0	100	90	98	6	85
O=c1[nH]ncc(N/N=C\c2cccs2)c1Cl	2	93	7	105	99	83	-3	100
Cc1ccc(C(=O)NCC(=O)NCc2ccc(Cl)cc2)s1	-1	102	-8	99	98	116	4	96
O=C(NNC(=S)Nc1ccccc1)c1ccc(O)cc1	9	92	0	98	98	93	-1	88
COC(OC)c1ccnc(-c2ccc(OC(=O)c3ccccc3)cc2)n1	1	95	1	93	99	125	6	88
Nc1cc(S(=O)(=O)c2ccc(O)c(N)c2)ccc1O	-1	102	-2	99	104	104	-6	100
Nc1nonc1-c1noc(-c2ccccc2Br)n1	1	26[may fluoresce violet]	3	261*[may fluoresce violet]	45*[may fluoresce violet]	108[may fluoresce violet]	3	?
CN(C)CC(=O)Nc1ccc2cn[nH]c2c1	4	102	2	97	99	98	-11	100

Entries of single compounds from above. Order of screens: AHR activator, AGP1 TOR yeast, procasp3 activ, MEP2 TOR yeast, RPL19A-GFP yeast, LAP4 TOR yeast, procasp7 counter, CIT2 TOR yeast
Cc1ccc(C(=O)NCC(=O)NCc2ccc(Cl)cc2)s1 as listed: -1, 102, -8, 99, 98, 116, 4, 96
COc1ccc(-c2noc(CCC(=O)Nc3nc4ccccc4s3)n2)cc1 as listed: 15, 99, 4, 100, 94, 96, 5, 93
CC(=O)N/C(=C\c1ccccc1)C(=O)Nc1ccc(O)cc1 as listed: 1, 101, 0, 100, 90, 98, 6, 85
CCCOc1ccc2ccccc2c1/C=N/n1cnnc1 as listed: 12, 95, 11, 98, 98, 96, 5, 104
Nc1nonc1-c1noc(-c2ccccc2Br)n1 as listed: 1, 26[may fluoresce violet], 3, 261*[may fluoresce violet], 45*[may fluoresce violet], 108[may fluoresce violet], 3, ?

From PubChem BioAssay
